Compound activity deposited in PubChem by National Center for Advancing Translational Sciences (NCATS).
Menin MLL FP TR = qHTS Assay for Inhibitors Targeting the Menin-MLL Interaction in MLL Related Leukemias: Competition With Texas Red Labeled MLL-derived Mutant Peptide; O00255; Menin + Texas Red MLL mutant peptide, fluorescence polarization; Potency, µM (titrated, usually from 61.6 µM), for inactives: at the highest dose FP activity change, negative = inhibition, usual class: inhibitors; actives 0.23% (n = 270,000); AID 1768, 2009; active means well fitted inhibition curve with a large enough effect in the polarisation, with a control signal flat, not every such curve was filed as active; inconclusive means small, poorly fitted or top-dose-only effect, or effect the other way, or a change in a side signal; inactive means no such curve, though single readings can be large or run the other way; the % refers to the polarisation; further: % of control where 0% means no effect; many of its hits are not listed in these tables
Target sequence (O00255 whole entry, looked up): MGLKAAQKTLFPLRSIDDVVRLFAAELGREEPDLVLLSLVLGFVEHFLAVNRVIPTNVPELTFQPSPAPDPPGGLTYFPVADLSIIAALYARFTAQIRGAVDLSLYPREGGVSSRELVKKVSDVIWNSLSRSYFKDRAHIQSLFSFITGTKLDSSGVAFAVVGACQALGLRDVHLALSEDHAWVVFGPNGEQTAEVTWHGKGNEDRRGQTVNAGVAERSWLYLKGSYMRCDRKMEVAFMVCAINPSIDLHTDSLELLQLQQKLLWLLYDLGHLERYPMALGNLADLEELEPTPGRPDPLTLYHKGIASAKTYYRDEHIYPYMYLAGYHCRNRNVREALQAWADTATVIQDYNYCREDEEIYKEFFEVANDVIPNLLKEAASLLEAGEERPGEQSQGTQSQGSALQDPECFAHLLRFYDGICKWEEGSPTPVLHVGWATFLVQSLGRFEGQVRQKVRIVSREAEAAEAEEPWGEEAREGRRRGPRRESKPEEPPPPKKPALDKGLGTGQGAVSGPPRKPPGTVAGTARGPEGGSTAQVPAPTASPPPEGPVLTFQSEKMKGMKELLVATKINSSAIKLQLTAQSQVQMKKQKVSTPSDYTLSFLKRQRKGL
* = called active by the depositor; ? = inconclusive; & = joins results of further samples; [ ] = remark or other dose. Potency means the concentration at half of the fitted maximal effect. This is a subset (hit frequency here may not be typical).

SMILES	Menin MLL FP TR
CC[C@H](C)[C@H](NC(=O)[C@H](Cc1ccc(O)cc1)NC(=O)[C@@H](NC(=O)[C@H](CCCN=C(N)N)NC(=O)[C@@H](N)CC(=O)O)C(C)C)C(=O)N[C@@H](Cc1cnc[nH]1)C(=O)N1CCC[C@H]1C(=O)N[C@@H](Cc1ccccc1)C(=O)O	-3%
c1ccc(C(c2ccccc2)N2CC[C@@]3(CCCNC3)C2)cc1	-2%
O=c1cc(-c2ccc(O)cc2)oc2cccc(O)c12	?
CO[C@H]1COC(=O)C/C=C\[C@H](C)[C@@H](OC)COC(=O)[C@@H](C)NC(=O)C/C=C\[C@@H]1C	-1%[11.7 µM]
COC(=O)C(C(=O)OC)[C@@H]1CCCC(=O)C1	2%[11.7 µM]
COc1ccc2c(c1)O[C@H](c1ccc3c(c1)OCO3)[C@@H](OC(=O)NCc1ccc3c(c1)OCO3)C2=O	-8%
COc1ccc2[nH]cc(CCNc3ncnc4ccc(-c5ccccc5CN(C)C)cc34)c2c1	?
COc1ccc2[nH]cc(CCNc3ncnc4ccc(-c5ccccc5C#N)cc34)c2c1	?
COc1cccc(Cn2c(=O)cnc3cncnc32)c1	4%
O=c1cc(-c2ccccc2)oc2c(O)c(O)ccc12	?
CC(C)NC(=O)N1CCCC2(CCN(C(=O)c3cc(C(F)(F)F)cc(C(F)(F)F)c3)CC2)C1	8%
CCCCC/C=C\C/C=C\C/C=C\CCCCCCC(=O)NCC(=O)O	13%
Cc1ccc([S+](=O)([O-])N(c2ccccc2)[S+](=O)([O-])C(F)(F)F)cc1	-7%
Cc1cnc(CNc2ncncc2-c2ccc(C(=O)N(C)C)cc2)cn1	-5%
COc1cc(C/C=C\c2ccccc2)c(OC)cc1O	?
Cn1nnnc1SCC1=C(C(=O)O)N2C(=O)C(NC(=O)C(OC=O)c3ccccc3)C2SC1 (stereo not given)	7%
Cn1cc(C=C2C(=O)Nc3cccnc32)c2ccccc21	?
CCCCNC(=O)NS(=O)(=O)c1ccc(CO)cc1	-5%
O=c1c(CCc2ccccc2)nc2cnc(N3CCNCC3)nc2n1Cc1cccs1	2%
CC(=O)OC[C@@H]1O[C@@H](O/N=C2/C[C@@H](O)[C@@H](O)[C@@H]3[C@@H]4C(=O)N(Cc5ccccc5)C(=O)[C@H]4CC[C@H]23)[C@H](OC(C)=O)[C@H](OC(C)=O)[C@@H]1OC(C)=O	1%[11.7 µM]
CSCC[C@H](NC(=O)[C@@H]1CCCN1C(=O)CNC(=O)[C@H](CCCCN)NC(=O)[C@H](Cc1cnc[nH]1)NC(=O)[C@H](CO)NC(=O)[C@H](CC(C)C)NC(=O)[C@H](CCCN=C(N)N)NC(=O)[C@@H]1CCCN1C(=O)[C@H](CCCN=C(N)N)NC(=O)[C@@H]1CCC(=O)N1)C(=O)N1CCC[C@H]1C(=O)N[C@@H](Cc1ccccc1)C(=O)O	-1%
O=C(Oc1ccccc1)N1CCC2(CC1)CCN(c1ccncc1)CC2	3%
C#CCCCO/N=C1/C[C@@H](O)[C@@H](O)[C@@H]2[C@@H]3C(=O)N(CC)C(=O)[C@H]3CC[C@@H]12	3%[11.7 µM]
CCCCCCCCCC(=O)NO	0%

Three of the compounds above, field by field:
C#CCCCO/N=C1/C[C@@H](O)[C@@H](O)[C@@H]2[C@@H]3C(=O)N(CC)C(=O)[C@H]3CC[C@@H]12
  Menin MLL FP TR = 3%[11.7 µM]

Cn1cc(C=C2C(=O)Nc3cccnc32)c2ccccc21
  Menin MLL FP TR = ?

CCCCNC(=O)NS(=O)(=O)c1ccc(CO)cc1
  Menin MLL FP TR = -5%

Remaining list, next part.
SMILES	Menin MLL FP TR
N#Cc1cccc(-c2nc(NCc3cccs3)c3ccccc3n2)c1	?
CS(=O)(=O)N1CCC2(CCCN(c3ncccn3)C2)CC1	-5%
C[C@@]12CCC(=O)C=C1C=CC1C2CC[C@]2(C)C1CC[C@@]21CCC(=O)O1 (stereo not given in full)	-4%
CC(C)CCCC(C)C1CCC2C3CC=C4CC(O)CC[C@@]4(C)C3CC[C@@]12C (stereo not given in full)	5%
O=[N+]([O-])c1cccc(S(=O)(=O)NCCNS(=O)(=O)c2cccc([N+](=O)[O-])c2)c1	?
CN1CCN(C2=Nc3ccccc3Sc3ccc(Cl)cc32)CC1	-5%
COc1ccc(C(=O)N(O)c2ccccc2)cc1	-10%
COc1ccc2[nH]cc(CC(N)C(=O)O)c2c1 (stereo not given)	0%[24.8 µM]
CC(=O)c1ccc(OC2C=CC(c3ccc(Cl)cc3)OC2CO)cc1 (stereo not given)	6%[11.7 µM]
COCOc1cc(OC)ccc1C(=O)/C=C/c1ccc2c(c1)OCO2	11%&0%
O=C1C2C(c3ccccc3)CC=CC2C(c2cccc([N+](=O)[O-])c2)N1Cc1ccccc1 (stereo not given)	3%
COCCn1c(=O)c(C)nc2cnc(Oc3ccccc3)nc21	-5%
COCC(=O)N1CCC2(CCCN(Cc3ccccc3)C2)CC1	-3%
COc1cc(N(C)C)cc(CN(C)CCc2ccc([N+](=O)[O-])cc2)c1O	?
C[C@H](NC(=O)[C@@H](Cc1c[nH]c2ccccc12)NC(=O)[C@@H](N)Cc1cnc[nH]1)C(=O)N[C@@H](Cc1c[nH]c2ccccc12)C(=O)N[C@H](Cc1ccccc1)C(=O)N[C@@H](CCCCN)C(N)=O	3%
COC(=O)N1CCC2(CC1)CCN(C(c1ccccc1)c1ccccc1)CC2	-13%
COc1ccc(COC(=O)N/N=C2/C[C@@H](O)[C@@H](O)[C@@H]3[C@@H]4C(=O)N(c5cccc(Oc6ccccc6)c5)C(=O)[C@H]4CC[C@@H]23)cc1	2%[11.7 µM]
COc1ccc2c(c1)OC/C(=C\c1ccc(OC)c(O)c1)C2=O	33%[activator]
COC(=O)CCCC1=CC2=C(c3ccccc3)C(=O)C(C)(OC(=O)C3CCCC3)C(=O)C2=CO1 (stereo not given)	6%
CCCC[C@H](NC(C)=O)C(=O)N[C@H]1CC(=O)NCCCC[C@@H](C(N)=O)NC(=O)[C@H](Cc2c[nH]c3ccccc23)NC(=O)[C@H](CCCN=C(N)N)NC(=O)[C@@H](Cc2ccccc2)NC(=O)[C@H](Cc2cnc[nH]2)NC1=O	-13%
C=Cc1ccc(S(=O)(=O)O)cc1	2%
COc1ccc(Oc2ncc3nc(-c4ccc(F)cc4)c(=O)n(C[C@H]4CCCO4)c3n2)cc1	4%
CN(Cc1ccco1)c1ccnc(-c2cccc(C#N)c2)n1	24%
CC1(C)CC2/C(CO)=C/C=C/[C@](C)(O)CC[C@]21O (stereo not given in full)	-3%

Given bar-delimited: 2 of the compounds above.
SMILES | Menin MLL FP TR
COc1cc(N(C)C)cc(CN(C)CCc2ccc([N+](=O)[O-])cc2)c1O | ?
CN(Cc1ccco1)c1ccnc(-c2cccc(C#N)c2)n1 | 24%

7 entries from above, arranged by molar mass, largest number first.
SMILES	Menin MLL FP TR
CCCC[C@H](NC(C)=O)C(=O)N[C@H]1CC(=O)NCCCC[C@@H](C(N)=O)NC(=O)[C@H](Cc2c[nH]c3ccccc23)NC(=O)[C@H](CCCN=C(N)N)NC(=O)[C@@H](Cc2ccccc2)NC(=O)[C@H](Cc2cnc[nH]2)NC1=O	-13%
C[C@H](NC(=O)[C@@H](Cc1c[nH]c2ccccc12)NC(=O)[C@@H](N)Cc1cnc[nH]1)C(=O)N[C@@H](Cc1c[nH]c2ccccc12)C(=O)N[C@H](Cc1ccccc1)C(=O)N[C@@H](CCCCN)C(N)=O	3%
COc1ccc(COC(=O)N/N=C2/C[C@@H](O)[C@@H](O)[C@@H]3[C@@H]4C(=O)N(c5cccc(Oc6ccccc6)c5)C(=O)[C@H]4CC[C@@H]23)cc1	2%[11.7 µM]
COc1ccc(Oc2ncc3nc(-c4ccc(F)cc4)c(=O)n(C[C@H]4CCCO4)c3n2)cc1	4%
COC(=O)N1CCC2(CC1)CCN(C(c1ccccc1)c1ccccc1)CC2	-13%
CN(Cc1ccco1)c1ccnc(-c2cccc(C#N)c2)n1	24%
C=Cc1ccc(S(=O)(=O)O)cc1	2%

Next compounds:
SMILES	Menin MLL FP TR
CC[C@@H]1C(c2cccc(C)c2)=NN(c2ccc(Br)cc2)[C@H]1C(=O)N1CCOC1=O	?
COc1ccccc1-c1ccc2ncnc(N3CCOCC3)c2c1	?
CCNc1ncc2ncc(=O)n(CCc3ccccc3)c2n1	-14%
N#Cc1cccc(-c2ccc3ncnc(NCc4cccnc4)c3c2)c1	?
COc1ccc(O[C@H]2C=C[C@@H](c3ccccc3)O[C@H]2COC(=O)CC/C(C)=N\O[C@@H](C)CN2CCCc3nc(C)c(C)cc32)cc1	-15%[11.7 µM]
COc1ccc(-c2nc3cnc(N4CCNCC4)nc3n(Cc3cccc(OC)c3)c2=O)cc1	37%[activator]
O=C1CC[C@@]23/C=C/C(=O)NCCCCNCCCNC(=O)/C=C/c4ccc(c2c4)OC3C1 (stereo not given in full)	-21%
COc1ccc(C(=O)N2CCC3(CCCN(Cc4ccncc4)C3)CC2)cc1	1%
O=C(O)c1ccc(N[C@@H]2OC[C@@H](O)[C@@H](O)[C@@H]2O)cc1	-2%
CS(=O)(=O)N1CCC2(CC1)CN(c1ccccc1)C2	4%
Cn1cccc1C(=O)N1CCC2(CCCN(c3cccc(-c4ccccc4)c3)C2)CC1	0%
NS(=O)(=O)Nc1ccccc1Br	-15%
CCCCCCCCCCC(C)=O	-6%
C[C@@H]1O[C@@H](OC[C@H]2O[C@@H](Oc3cc(O)c4c(c3)O[C@H](c3ccc(O)c(O)c3)CC4=O)[C@H](O)[C@@H](O)[C@@H]2O)[C@H](O)[C@H](O)[C@H]1O	5%
COc1ccc(C2=CC3=C(Br)C(=O)C(C)(OC(=O)c4cnc5ccccc5n4)C(=O)C3=CO2)cc1 (stereo not given)	-6%
COc1ccc(NC(=O)N2CCC3(CC2)CCN(S(C)(=O)=O)CC3)cc1	3%
O=c1cc(-c2ccc(O)c(O)c2)oc2cccc(O)c12	?
Cc1cccc([C@H]2[C@@H]3C=CCC[C@@]3(C)C(=O)N2Cc2ccccc2)c1	-8%[94.6 µM]
O=c1[nH]c(=O)n([C@H]2C[C@H](O)[C@@H](CO)O2)cc1/C=C/Br	1%
COc1cccc(-c2nccc(NCc3ccccc3)n2)c1	?
CNC1=CN=C(c2ccccc2)c2cc(Cl)ccc2N1	-22%
CCCCCC/C=C1\CC(C(=O)OCC)Oc2ccccc21 (stereo not given) (tested in a mixture with another compound)	-5%[94.6 µM]
CC(C)[C@@H](CC(=O)N[C@@H]1CCCC[C@H]1C(=O)N[C@H](CC(=O)N[C@@H](CCC(=O)O)CC(=O)O)Cc1ccccc1)NC(=O)C[C@H](Cc1ccccc1)NC(=O)[C@@H]1CNCC[C@H]1N	0%
COc1ccc(CNc2ccnc(-c3c(C)noc3C)n2)c(OC)c1	12%
CC12CC[C@@](C(=O)O)(C(=O)C1=O)C2(C)C	-9%
O=C(Nc1ccccc1)N1CC2(CCN(C(=O)c3cc(C(F)(F)F)cc(C(F)(F)F)c3)CC2)C1	1%
CN(C)C(=O)c1ccc(-c2cc(Nc3ccccc3)ncn2)cc1	12%
Cc1cc(O)c(C=O)c(O)c1C(=O)O	12%
Cn1cccc1C(=O)N1CCC[C@@]2(CCN(Cc3ccc(C#N)cc3)C2)C1	0%
CN1C[C@H](C(=O)N[C@@]2(C)O[C@@]3(O)C4CCCN4C(=O)C(Cc4ccccc4)N3C2=O)C[C@H]2c3cccc4[nH]cc(c34)C[C@H]21 (stereo not given in full)	2%
COc1ccccc1CCn1c(=O)c(-c2cc(F)cc(F)c2)nc2cncnc21	2%
CCC(=O)OCC(=O)[C@@]1(OC(=O)CC)[C@@H](C)C[C@H]2[C@@H]3CCC4=CC(=O)C=C[C@]4(C)[C@@]3(F)[C@@H](O)C[C@@]21C	18%
COc1ccc(C(C)C(=O)c2ccc(O)cc2O)cc1 (stereo not given)	?
Cc1cccc(C)c1Nc1oc(-c2ccccc2)nc1-c1ccccc1F	-14%
O=C(Nc1ccccc1)N1CC[C@@]2(CCCN(C(=O)c3cnccn3)C2)C1	1%
CC(=Nc1ccccc1N)c1c(C)cc(=O)n(O)c1O	?
CO/N=C(/C(=O)N[C@@H]1C(=O)N2C(C(=O)O)=CCS[C@H]12)c1csc(N)n1	4%
COc1ccc(C2CC(O)(c3ccccc3)Oc3cc(C)cc(C)c32)cc1 (stereo not given)	25%
COc1ccc(CNc2ccnc(-c3ccc(C(=O)N(C)C)cc3)n2)c(OC)c1	-2%
CC(C)C[C@@H](CC(=O)N[C@@H](CCCN)CC(=O)N[C@@H]1CCCC[C@H]1C(=O)N[C@H](CC(=O)N[C@@H](CCC(=O)O)CC(=O)O)Cc1c[nH]c2ccccc12)NC(=O)[C@@H]1CNCC[C@H]1N	-1%
CC(C)CO/N=C1/[C@H]2O[C@@H]2[C@@H](O)[C@H]2[C@H]1CCn1c(=O)n(C)c(=O)n12	-4%[11.7 µM]
COCCn1c(=O)c(-c2cc(F)cc(F)c2)nc2cnc(Oc3ccc(OC)cc3)nc21	-2%
CO[C@H]1COC(=O)[C@@H](CCSC)NC(=O)C/C=C\[C@@H](C)[C@H](OC)COC(=O)[C@@H](OCc2ccccc2)/C=C\[C@@H]1C	?

Entries shown so far that contain a thiophene ring, fused or not, in the order listed:
SMILES	Menin MLL FP TR
O=c1c(CCc2ccccc2)nc2cnc(N3CCNCC3)nc2n1Cc1cccs1	2%
N#Cc1cccc(-c2nc(NCc3cccs3)c3ccccc3n2)c1	?
